Source: PubChem BioAssay (MTDP)
RNase H inhibition: RNase H inhibition, HIV 1 Gag Pol polyprotein, FRET biochemical assay, screening (AID 372); HIV-1 RT RNase H, FRET RNA/DNA substrate fluorescence; higher % means a stronger effect; actives 0.77% (n = 100,000); one-dose inhibition, % at 10 µM; IC50 in µM for titrated hits; in the data active = inhibition above about 50%
The depositor's hits bear a star. Not all compounds are listed. The share of hits here may be higher or lower than overall.

SMILES	RNase H inhibition
CCCc1cc(=O)oc2cc(OC(C)C(C)=O)ccc12 (centres undefined)	6%
COc1cc(NC(=O)c2cccc(OCc3ccccc3)c2)ccc1NC(=O)c1cc2ccccc2o1	9%
CCOc1cccc(N2C(=O)NC(=O)/C(=C\c3cccn3-c3ccccc3)C2=O)c1	8%
CCOc1ccc(N2C(=O)NC(=O)/C(=C\c3cc(OC)c(OC)cc3Br)C2=O)cc1	4%
CC1=C(C(=O)Nc2ccccc2)C(c2ccccc2F)NC(=O)N1 (centres undefined)	5%
Cc1ccccc1C(=O)Nc1cc(C(N)=O)cc(C(N)=O)c1	0%
Cc1cc(C(=O)Nc2ccc(-c3ccccc3)cc2)ccc1[N+](=O)[O-]	13%
CCOC(=O)/C=C(/C)Nc1c(C)n(C)n(-c2ccccc2)c1=O	3%
COc1ccc(-c2cc(-c3ccccc3)nc(Oc3ccc(Cl)cc3)n2)cc1OC	4%
C=CCNC(=S)Nc1ccc(NC(C)=O)cc1	0%

Overlap with the part before: 2 entries, then new ones.
SMILES	RNase H inhibition
COc1ccc(-c2cc(-c3ccccc3)nc(Oc3ccc(Cl)cc3)n2)cc1OC	4%
C=CCNC(=S)Nc1ccc(NC(C)=O)cc1	0%
O=C1C(C=NCc2ccc(Cl)c(Cl)c2)=C(O)c2ccccc21	20%
Cn1nc(C(=O)N/N=C/c2ccc(Cl)cc2)cc1-c1ccccc1	9%
C=C(C)C(=O)Nc1cccc(C(=O)c2cccc(NC(=O)C(=C)C)c2)c1	38%
COc1cc(NS(=O)(=O)c2ccc(NC(=O)c3cccc(C)c3)cc2)ncn1	4%
COc1ccc(-c2nnc(Sc3nc4ccc([N+](=O)[O-])cc4s3)n2-c2ccccc2)cc1	7%
C=CCN1C(=O)/C(=C2/C(=O)N(Cc3ccccc3F)c3ccccc32)SC1=S	1%
O=S(=O)(c1ccc(F)cc1)N1CCC(Cc2ccccc2)CC1	23%
OC(COCc1ccc(Cl)cc1)CSc1ccccn1 (centres undefined)	8%
CC(C)(C)c1cc(-c2ccccc2)c(C#N)c(N)n1	8%
O=C(COc1ccc(Cl)cc1)NNC(=O)C(c1ccccc1)c1ccccc1	0%
C=CCOc1ccc(/C=C2\C(=O)NC(=O)N(c3ccc(Br)cc3)C2=O)cc1OC	4%
Cc1ccc(N2C(=O)CC(NCCCN3CCOCC3)C2=O)cc1 (centres undefined)	6%
Cc1ccc(NC(=O)c2cccc(Oc3ccc(C#N)cc3)c2)cc1	3%
COc1ccc(/C=C(/C#N)C(=O)Nc2cccc(C(F)(F)F)c2)cc1	8%
Cc1[nH]c2ccccc2c1C(=O)NS(=O)(=O)c1ccccc1Cl	0%
O=C(Nc1ccc2oc(-c3ccc(F)cc3)nc2c1)c1ccc2ccccc2c1	10%
Cc1ccc(/C=N/NC(=O)c2cccc(F)c2)c(O)c1	11%
CCN(CC)c1ccc(/C=C(\C#N)C(=O)NC2CCS(=O)(=O)C2)cc1 (centres undefined)	11%
Cc1cccc(Cc2cnc(N)s2)c1	0%
COc1ccc(-n2nnnc2C(Cl)(Cl)c2nnnn2-c2ccc(OC)cc2)cc1	20%
CN(C)c1ccc(/C=N/Nc2cc(N3CCOCC3)nc(N3CCOCC3)n2)cc1	22%
O=C(COc1ccc(Cl)cc1)NNC(=O)C(=O)N1CCCCC1	9%
O=c1[nH]n(-c2ccc(Cl)cc2)c(=O)c(Cl)c1Cl	0%
O=C(COc1ccc(Cl)cc1)NCc1cccnc1	0%
Cc1nn(S(=O)(=O)c2ccc([N+](=O)[O-])cc2)c(C)c1Sc1ccc([N+](=O)[O-])cc1	18%
COc1ccc(/C(C#N)=C/c2ccc(-c3ccc([N+](=O)[O-])cc3)o2)cc1OC	25%
C=CCOc1ccc(/C=c2\sc3n(c2=O)C(c2ccc(C)cc2)C(C(=O)OCC)=C(C)N=3)cc1OC (centres undefined)	7%
CCCOC(=O)c1ccc(OC(=O)c2ccc(-c3ccccc3)cc2)cc1	12%
O=C(NCCc1ccccc1)c1cc2nc(-c3ccc([N+](=O)[O-])cc3)cc(C(F)(F)F)n2n1	10%
c1ccc(-c2cn3nc(-c4ccccc4)sc3n2)cc1	3%
COc1cccc(CN2CCN(c3ncccn3)CC2)c1O	1%
Cc1cc(OCC(=O)Nc2cc(Cl)ccc2C)ccc1Cl	13%
COc1ccccc1C(=O)N1CCN(Cc2ccccc2C)CC1	10%
CC(=O)N/C(=C\c1ccc(Cl)cc1)C(=O)NC(C)(C)C	6%
COc1cc(/C=N/Nc2nc(Nc3ccccc3)nc(N3CCOCC3)n2)ccc1OCC#N	11%
FC(F)(F)c1nc2ccccc2nc1-c1ccccc1	2%
Oc1c(C2=NCCCCC2)c2ccccc2n1-c1c(Cl)cccc1Cl	15%
CCc1c(C)[nH]n(-c2nc(-c3cccc([N+](=O)[O-])c3)cs2)c1=O	9%
CCOc1ccc(NC(=O)CN(c2ccccc2CC)S(C)(=O)=O)cc1	1%
Cc1ccc(NC(=O)c2ccc(I)cc2)cc1Cl	0%
O=C(NC(=S)Nc1ccc(Cl)c(-c2nc3cc(Cl)ccc3o2)c1)c1ccc(F)cc1	53%*
CCOC(=O)c1c(/N=C/c2c(O)ccc3ccccc23)sc2c1CCC(C)C2 (centres undefined)	5%
O=C(O)CCC(=O)Nc1ccc(NC(=O)c2ccccc2)c(Cl)c1	0%
CCCOc1ccc(C(=O)Nc2ccc(O)c(-c3nc4cc(C)c(C)cc4o3)c2)cc1	9%
COc1ccc(-c2ccc(/C=C3/SC(NC(C)=O)=NC3=O)o2)c([N+](=O)[O-])c1	0%
CCOc1ccc(-c2cc(C(=O)O)c3cc(Br)ccc3n2)cc1	7%
CC(=O)C(=Cc1ccccc1O)C(C)=O	0%
O=C(Nc1ccc2oc(-c3ccccc3Br)nc2c1)c1cccc(Cl)c1Cl	7%
Cc1cccc(OCC(=O)Nc2cccc(-c3nc4ccccc4s3)c2)c1C	14%
O=C(NCCSc1ccccn1)c1ccc([N+](=O)[O-])cc1	0%
Additional compounds
SMILES	RNase H inhibition
CCOC(=O)C1=C(C)NC2=C(C(=O)CC(C)(C)C2)C1c1cccc(I)c1 (centres undefined)	5%
O=[N+]([O-])c1ccc2nc(Sc3nc4ccccc4[nH]3)sc2c1	5%
NNC(=O)COc1ccc2c(c1Br)CCCC2	27%
O=C(/C=C\c1ccccc1)Nc1cccc(-c2nc3ccccc3s2)c1	15%
Cc1ccc(N2C(=O)S/C(=C\c3ccc(F)cc3)C2=O)cc1	9%
Cc1c(NC(=O)c2cnn3c2NC(c2cccs2)CC3C(F)(F)F)c(=O)n(-c2ccccc2)n1C (centres undefined)	6%
CCCOc1ccc(C(=O)Nc2cccc(OC)c2)cc1	7%
COc1cc(C=O)ccc1OCCCCOc1ccc(Cl)c(C)c1C	7%
O=C1NC(=O)N(c2ccccc2)C(=O)/C1=C/c1ccc(N2CCCC2)cc1	25%
CC(C)Cc1ccc(C(C)C(=O)N2CCOCC2)cc1 (centres undefined)	10%
CC1CCCC(C)N1CC(O)COc1ccc(N=Cc2ccccc2O)cc1 (centres undefined)	0%
C/C(=N\Nc1nc(-c2ccccc2)cc(-c2ccc(C)cc2)n1)c1ccccc1O	0%
C=CCn1cc(/C=c2\sc3n(c2=O)C(c2ccc(OC)cc2)C(C(=O)OCC)=C(C)N=3)c2ccccc21 (centres undefined)	15%
COc1cc(C2Nc3ccccc3-c3nc(SC)nnc3O2)ccc1OCC(=O)O (centres undefined)	5%
O=C(COc1ccc(Cl)cc1)N/N=C/c1cccc(O)c1	0%
Cc1cc(C)n(-c2cc(N(CCO)CCO)ncn2)n1	3%
COc1cccc(-c2n[nH]c(=O)[nH]2)c1	1%
O=C(N/N=C/c1ccc(Cl)c([N+](=O)[O-])c1)c1cccc(F)c1	5%
CCOC(=O)c1cc(-c2ccccc2)sc1NC(=O)COc1ccccc1[N+](=O)[O-]	57%*
CCCCn1c(=N)n(CC(O)c2ccc(Cl)cc2)c2ccccc21 (centres undefined)	8%
Cc1cccc(NC(=O)/C=C/c2cccc([N+](=O)[O-])c2)c1	6%
NC(=S)N/N=C/c1ccc(-c2ccccc2)o1	8%
CCOC(=O)c1c(-c2ccc(F)cc2)csc1NC(=O)C1CCCCC1C(=O)O (centres undefined)	10%
CCCCSc1nc2sc3c(c2c(=O)n1-c1ccc(OC)cc1)CC(C)(C)OC3	4%
COc1ccc(N2C(=O)CC(N3CCC(O)(c4ccc(Br)cc4)CC3)C2=O)cc1 (centres undefined)	9%
COc1ccccc1C1SCCN1C(=O)/C=C\C(=O)O (centres undefined)	8%
Cc1cccc(N2C(=O)NC(=O)/C(=C\c3ccc(N4CCCC4)o3)C2=O)c1C	9%
N/C(=N\OC(=O)c1ccccc1I)c1ccccn1	3%
CCn1nnnc1-c1ccc(OC)c(S(=O)(=O)NCc2ccccc2)c1	6%
COc1ccc(-c2csc(Nc3ccc(S(N)(=O)=O)cc3)n2)cc1	10%
Cc1ccc(S(=O)(=O)N(CCc2ccccc2)CC(=O)NCc2cccnc2)cc1	1%
N/C(=N\OC(=O)c1ccc(F)cc1)c1ccccc1	0%
CC(=C\C(=O)O)/C(=C/c1ccncc1)C(=O)O	17%
CC(C)CC(=O)N1CCN(Cc2ccccc2Cl)CC1	7%
COc1ccc(C(NS(=O)(=O)c2ccc(C)c([N+](=O)[O-])c2)c2ccccc2)cc1 (centres undefined)	9%
O=C(CC12CC3CC(CC(C3)C1)C2)N/N=C\c1ccc([N+](=O)[O-])o1	8%
CC1CCCCN1C(=O)c1cc([N+](=O)[O-])cc([N+](=O)[O-])c1 (centres undefined)	12%
CCCC1=C(C(=O)OCC)C(c2cc(OC)ccc2OC)NC(=O)N1 (centres undefined)	6%
O=C(NC(=S)Nc1nc(-c2ccc(Cl)cc2)cs1)c1cccc(F)c1	15%
C=C(C)c1cccc(C(C)(C)NC(=O)Nc2ccccc2F)c1	8%
O=C1CC(NCc2ccc(Cl)cc2)C(=O)N1c1ccc(Br)cc1 (centres undefined)	4%
O=C(NCc1ccccn1)C(=O)N/N=C/c1ccccc1F	0%
CCOC(=O)c1ccc(NC(=S)NCc2ccc(S(N)(=O)=O)cc2)cc1	8%
CCOC(=O)C1=C(C)N=c2s/c(=C\c3ccc(O)c(OCC)c3)c(=O)n2C1c1ccccc1Cl (centres undefined)	5%
O=C(Nc1cccc2ccccc12)O/N=C\c1ccc(Br)cc1	7%
CCC(Sc1nccn1C)C(=O)Nc1ccc(Cl)cn1 (centres undefined)	3%
COc1ccccc1C1c2c(-c3ccccc3)n[nH]c2C(=O)N1c1ccccc1 (centres undefined)	0%
CC(=O)c1ccc(NC(=S)NC(NC(=O)c2cccc(Cl)c2)C(Cl)(Cl)Cl)cc1 (centres undefined)	17%
c1ccc2cc(OCCCCCN3CCCCC3)ccc2c1	5%
CCc1ccccc1NC(=O)c1cc(-c2cccs2)nc2ccccc12	2%

An excerpt from above in order of molar mass, high to low:
SMILES	RNase H inhibition
CC(=O)c1ccc(NC(=S)NC(NC(=O)c2cccc(Cl)c2)C(Cl)(Cl)Cl)cc1 (centres undefined)	17%
Cc1ccc(S(=O)(=O)N(CCc2ccccc2)CC(=O)NCc2cccnc2)cc1	1%
COc1ccc(C(NS(=O)(=O)c2ccc(C)c([N+](=O)[O-])c2)c2ccccc2)cc1 (centres undefined)	9%
O=C1CC(NCc2ccc(Cl)cc2)C(=O)N1c1ccc(Br)cc1 (centres undefined)	4%
CCOC(=O)c1ccc(NC(=S)NCc2ccc(S(N)(=O)=O)cc2)cc1	8%
O=C(NC(=S)Nc1nc(-c2ccc(Cl)cc2)cs1)c1cccc(F)c1	15%
COc1ccccc1C1c2c(-c3ccccc3)n[nH]c2C(=O)N1c1ccccc1 (centres undefined)	0%
O=C(Nc1cccc2ccccc12)O/N=C\c1ccc(Br)cc1	7%
COc1ccc(-c2csc(Nc3ccc(S(N)(=O)=O)cc3)n2)cc1	10%
CCc1ccccc1NC(=O)c1cc(-c2cccs2)nc2ccccc12	2%
CCCC1=C(C(=O)OCC)C(c2cc(OC)ccc2OC)NC(=O)N1 (centres undefined)	6%
O=C(CC12CC3CC(CC(C3)C1)C2)N/N=C\c1ccc([N+](=O)[O-])o1	8%
CCC(Sc1nccn1C)C(=O)Nc1ccc(Cl)cn1 (centres undefined)	3%
O=C(NCc1ccccn1)C(=O)N/N=C/c1ccccc1F	0%
c1ccc2cc(OCCCCCN3CCCCC3)ccc2c1	5%
CC(C)CC(=O)N1CCN(Cc2ccccc2Cl)CC1	7%
CC1CCCCN1C(=O)c1cc([N+](=O)[O-])cc([N+](=O)[O-])c1 (centres undefined)	12%
CC(=C\C(=O)O)/C(=C/c1ccncc1)C(=O)O	17%

(further entries)
SMILES	RNase H inhibition
CC[N+]1=C(/C=C/Nc2ccccc2)SCC1	0%
O=C(N/N=C/c1ccc(O)cc1)c1cccc(Cl)c1	3%
C=CCc1cccc(/C=N/c2nc3ccccc3n2CC)c1O	1%
CC(Sc1ccc(Cl)cc1)C(N)=O (centres undefined)	12%
COc1ccc(C2CC(=O)C3=C(C2)Nc2ccccc2NC3c2coc3c(Cl)cc(Cl)cc3c2=O)cc1 (centres undefined)	9%
COc1cc([N+](=O)[O-])cc2c1N=C(c1ccc(Br)cc1)NO2	22%
CCOc1ccc(C(NC(=O)c2ccco2)c2cc(OC)c(OC)cc2Br)cc1 (centres undefined)	15%
CCCCN(CCCC)C(=O)c1cccc([N+](=O)[O-])c1C	0%
Clc1ccc(N=Cc2ccc(OCc3ccccc3)cc2)cc1	11%
C=C1C(=O)OCC(C)(C)N1C(=O)OCc1ccccc1	8%
CC(=O)C1=C(O)C(=O)N(c2nc3ccccc3s2)C1c1ccccc1 (centres undefined)	8%
CCc1nn(-c2ccccc2)c2nc(-c3cc(OC)ccc3OC)c3cc(OC)c(OC)cc3c12	14%
COc1ccc(Nc2nc(-c3ccc(C)cc3)c(C)s2)cc1	16%
CCOc1cc(C2C(C(=O)OCc3ccccc3)=C(C)NC3=C2C(=O)CCC3)ccc1O (centres undefined)	6%
Cc1ccc(NC(=S)NC(=O)Cc2ccc(Cl)cc2)cc1C	13%
Cc1ccc(C(=O)Nc2cc(Cl)ccc2C)cc1C	3%
CCN(CC)c1ccc(/C=C2/SC(=O)N(CNc3ccc(OC)c(Cl)c3)C2=O)cc1	13%
COc1ccc(Cl)cc1NC(=O)c1cc2cc([N+](=O)[O-])ccc2oc1=O	10%
Cc1cc(NC(=O)c2ccc(Oc3ccc([N+](=O)[O-])cc3)cc2)no1	10%
COc1ccc(C(N)=O)cc1NC(=O)c1ccc(Cl)c(Cl)c1	6%
COc1ccc2oc(=O)c(-c3csc(Nc4ccc(C(C)=O)cc4)n3)cc2c1	1%
